APE1 inh – qHTS Assay for Inhibitors of the Human Apurinic/apyrimidinic Endonuclease 1 (APE1); recombinant APE1, TAMRA/BHQ-2 abasic DNA cleavage fluorescence; Potency, µM (series often up to 65.8 µM), for inactives: at the highest dose activity change, negative = inhibition, actives largely listed as inhibitors; actives 0.35% (n = 350,000); AID 2517, 2012; DNA repair nuclease/redox regulator APEX1 (Homo sapiens), P27695;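 further: potency means the concentration at half of the fitted maximal effect; plate controls were vehicle for no effect and reference inhibitor for full effect; nearly all actives have a fitted effect of over 55% in size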
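Incision of a quenched TAMRA/BHQ-2 THF abasic-site duplex (50 nM) by 0.75 nM APE1, after 15 min compound preincubation, measured as fluorescence increase over three 60 s reads. Values normalized to buffer, DMSO and NSC13755 control wells.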
POLI inh – qHTS for Inhibitors of Polymerase Iota. DNA polymerase iota (Homo sapiens), Q9UNA4. Pol iota fluorescent replication assay, 10 min. actives 1% (n = 390,000). Potency, µM (highest dose often 115 µM), for inactives: top-dose activity, negative = inhibition, actives largely listed as inhibitors; further: potency means the concentration at half of the fitted maximal effect
Target sequence (Q9UNA4 whole entry, looked up): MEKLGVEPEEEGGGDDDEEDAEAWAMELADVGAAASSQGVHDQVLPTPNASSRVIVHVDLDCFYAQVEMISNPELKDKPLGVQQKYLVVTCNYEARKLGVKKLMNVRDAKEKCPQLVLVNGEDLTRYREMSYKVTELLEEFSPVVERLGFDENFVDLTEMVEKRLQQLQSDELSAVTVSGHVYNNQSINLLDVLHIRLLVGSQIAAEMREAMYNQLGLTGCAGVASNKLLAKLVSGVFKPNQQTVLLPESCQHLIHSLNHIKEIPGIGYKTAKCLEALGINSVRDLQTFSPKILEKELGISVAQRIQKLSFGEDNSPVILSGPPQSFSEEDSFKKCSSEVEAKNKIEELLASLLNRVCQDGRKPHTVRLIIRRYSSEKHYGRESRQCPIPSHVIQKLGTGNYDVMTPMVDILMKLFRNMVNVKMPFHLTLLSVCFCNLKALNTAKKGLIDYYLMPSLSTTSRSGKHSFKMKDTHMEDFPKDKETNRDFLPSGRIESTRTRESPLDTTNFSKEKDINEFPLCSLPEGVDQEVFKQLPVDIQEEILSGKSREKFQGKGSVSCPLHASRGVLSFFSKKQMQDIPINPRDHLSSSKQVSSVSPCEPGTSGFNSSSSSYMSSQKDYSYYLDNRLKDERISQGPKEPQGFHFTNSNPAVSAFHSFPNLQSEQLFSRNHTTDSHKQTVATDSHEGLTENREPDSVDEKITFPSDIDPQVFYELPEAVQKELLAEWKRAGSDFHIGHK
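Fluorescent replication assay read twice, at 0 min and 10 min after adding 50 nM (final) substrate. Enzyme (10 nM) and compounds were first incubated 15 min at room temperature; enzyme-free buffer wells were negative controls.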
ERG-DNA inh – qHTS for Small Molecule Inhibitors of the ERG Ets/DNA interaction | AID 624246, 2012 | fluorescence polarization, His-ERG Ets domain / labelled DNA | actives 0.028% (n = 370,000) | Transcriptional regulator ERG (Homo sapiens), P11308 | Potency, µM (titrated, usually from 76.9 µM), inactives show at the top dose FP activity, negative = inhibition, actives largely listed as inhibitors; active means well fitted inhibition curve with a large enough effect in the polarisation, with a control signal flat; inconclusive means small, poorly fitted or top-dose-only effect, or effect the other way, or a change in a side signal; inactive means no such curve, though single readings can be large or run the other way; the % refers to the polarisation;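 further: polarization taken with two DNA probes labelled with fluorescein and Texas red; potency means the concentration at half of the fitted maximal effect; % of control where 0% means no effect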
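His-tagged ERG Ets domain (1 uM in the protein solution; 300mM KCl, 50mM Tris-HCl, 1mM EDTA, 1mM DTT, pH 7.5) received compound, then a probe mix of 5 nM fluorescein-DNA and 100nM Texas-615-DNA. Fluorescence polarization was read for both dyes.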
Pol kappa inh – qHTS for Inhibitors of Polymerase Kappa; purified Pol kappa, fluorescent DNA synthesis assay, 10 min; actives 0.53% (n = 400,000); DNA polymerase kappa (Homo sapiens), Q9UBT6; Potency, µM (series often up to 107 µM), for inactives: at the top dose activity, negative = inhibition, actives largely listed as inhibitors; further: potency means the concentration at half of the fitted maximal effect; on the % scale 0 is the no-effect control and ±100 the full control effect
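50 nM final substrate added after 15 min RT preincubation of 10 nM Pol kappa with compound; fluorescence read at 0 and 10 min.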
Anesthetic bind – qHTS Assay for Identification of Novel General Anesthetics. Ferritin light chain (Equus caballus), P02791. apoferritin/1-aminoanthracene competitive binding, fluorescence. Potency, µM (series often up to 77.5 µM), inactives show at the top dose activity change, negative = displacement, most hits filed as inhibitors. actives 0.074% (n = 350,000). AID 485281, 2010; further: potency means the concentration at half of the fitted maximal effect; on the % scale 0 is the no-effect control and ±100 the full control effect; nearly all actives have a fitted effect of over 20% in size
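Read-out: endpoint 1-AMA fluorescence, excitation 380 nm and emission 535 nm, after compounds sit 10 min at room temperature with 10 uM horse-spleen apoferritin in 50% saturated 1-AMA/PBS. Values come from four-parameter Hill fits.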
12-LOX inh – Primary qHTS assay for inhibitors of human arachidonate 12S-lipoxygenase (ALOX12): Round 2; Polyunsaturated fatty acid lipoxygenase ALOX12 (Homo sapiens), P18054; purified 12hLO, xylenol orange hydroperoxide absorbance; Potency, µM (highest dose often 108 µM), for the others: at the highest dose activity change, negative = inhibition, usual class: inhibitors; actives 1.1% (n = 580,000); further: potency means the concentration at half of the fitted maximal effect; on the % scale 0 is the no-effect control and ±100 the full control effect
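Purified human 12hLO at 150 nM in 25 mM Hepes, 0.01% Triton X-100, pH 7.0, preincubated 15 min at room temperature with compound. Reaction started with 40 uM arachidonic acid, 30 min at room temperature. Hydroperoxide measured by Fe-xylenol orange, 573/405 nm absorbance ratio.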
POLB inh – qHTS Assay for Inhibitors of DNA Polymerase Beta. P06746. Pol beta primer extension/strand displacement, fluorescence kinetic. Potency, µM (titrated, usually from 114 µM), for inactives: top-dose activity change, negative = inhibition, actives largely listed as inhibitors. actives 1.3% (n = 340,000). AID 485314, 2010; further: potency means the concentration at half of the fitted maximal effect; on the % scale 0 is the no-effect control and ±100 the full control effect
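Curves were derived by four-parameter Hill fits of normalized qHTS data. The kinetic fluorescent primer-extension read was taken at 0 and 10 min after 50 nM substrate, following a 15 min room-temperature preincubation of 10 nM enzyme with compounds.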
BLM helicase inh – qHTS Assay for Inhibitors of Bloom's syndrome helicase (BLM) | RecQ-like DNA helicase BLM (Homo sapiens), P54132 | recombinant BLM DNA unwinding, fluorescence dequenching | Potency, µM (top dose mostly 56.1 µM), inactives show at the top dose activity change, negative = inhibition, hits mostly inhibitors | actives 0.2% (n = 350,000);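 further: potency means the concentration at half of the fitted maximal effect; plate controls were vehicle for no effect and no enzyme for full effect; nearly all actives have a fitted effect of over 35% in size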
TRHR ag – qHTS for Small Molecule Agonists and Allosteric Enhancers of Human TRH Receptor: Primary Screen for Agonists; TRHR cells, calcium flux fluo-8, FDSS agonist mode; actives 0.18% (n = 360,000); activation, % at 2 µM; Thyrotropin-releasing hormone receptor (Homo sapiens), P34981; in the data active means activation above about 30%; further: 0% is about no effect
Target sequence (P34981 whole entry, looked up): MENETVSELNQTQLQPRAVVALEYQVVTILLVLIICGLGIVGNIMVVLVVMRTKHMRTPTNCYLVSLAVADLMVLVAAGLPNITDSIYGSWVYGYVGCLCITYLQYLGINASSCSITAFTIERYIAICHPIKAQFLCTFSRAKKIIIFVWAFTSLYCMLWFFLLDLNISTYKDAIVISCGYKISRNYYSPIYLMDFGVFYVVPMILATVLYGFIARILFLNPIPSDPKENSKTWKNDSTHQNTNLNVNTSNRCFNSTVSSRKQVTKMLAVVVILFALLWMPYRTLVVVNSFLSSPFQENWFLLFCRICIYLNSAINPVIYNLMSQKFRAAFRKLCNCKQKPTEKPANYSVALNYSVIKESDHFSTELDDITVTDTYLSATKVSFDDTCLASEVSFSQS
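In this calcium-flux screen, cells bearing human TRHR are dye-loaded with fluo-8, baselined for 10 cycles, then exposed to library compounds; positive kinetic calcium responses during the agonist phase mark hits, with TRH as control.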
* = called active by the depositor; ? = inconclusive; . = no result given; & = joins results of further samples; [ ] = remark or other dose. Unless noted, the call rests on the fitted dose curve; in most records, active means well fitted curve in the direction sought with a large enough effect; inconclusive means small, poorly fitted or top-dose-only effect, or another doubt; inactive means no such curve, though single readings can be large; an effect the other way counts as inactive or inconclusive.

Every second line gives: APE1 inh, POLI inh, ERG-DNA inh, Pol kappa inh, Anesthetic bind, 12-LOX inh, POLB inh, BLM helicase inh, TRHR ag
NC(=O)COC(=O)c1ccc(Cl)c(S(=O)(=O)N(Cc2ccccc2)c2ccc(Cl)cc2)c1
→ ?, 90%[activator], 4%, -2%, -15%, -10%, -3%[57.1 µM], -15%, -0.1
CCCc1[nH]nc2c1C1(CCOC1C)C(C#N)=C(N)O2 (stereo not drawn)
→ -4%, 15%, -1%, -9%, -7%, 2%, 3%, -1%, 0.0
N#CC1=C(N)N(c2ccc(F)cc2)C2=C(C1c1ccc(O)cc1)S(=O)(=O)CC2 (stereo not drawn)
→ ?, 46%[activator], 41%[activator], -9%, -17%, ?, 21%, -13%, 0.1
COc1cccc(NC(=O)c2cccc(N3C(=O)C4CCC(C)CC4C3=O)c2)c1 (stereo not drawn)
→ 11%, 67%[activator], -2%, -8%, ?, -23%, 8%, -8%, -0.1
CN(C(=O)CSc1ncnc2sc(-c3ccccc3)cc12)C1CCS(=O)(=O)C1 (stereo not drawn)
→ 1%, -3%, 1%, -21%, -13%, -6%, -1%, -1%, -0.8
CCC(C)(C)NC(=O)C(c1ccc(F)cc1)N(Cc1ccc(OC)cc1)C(=O)c1cnccn1 (stereo not drawn)
→ 2%, 77%[activator], -13%, 0%, -13%, 1%, -1%, -4%, -1.6
CCOc1ccc(OCC)c(NS(=O)(=O)c2ccc3c(c2)CCN3C(=O)C2CCC2)c1
→ -10%, -9%&32%, 1%, -7%&-4%, 41%&-24%[activator], 0%, 10%&-1%, -2%&-3%, 0.3&-0.5
Cc1ccc(C)c(Nc2cc(C)nc3ccccc23)c1
→ ., -5%, 5%, -16%, ., 0%, ., ., .
COc1ccc(C(=O)/C=C/Nc2ccc(S(N)(=O)=O)cc2)cc1OC
→ 13%, ?, -2%, -12%, 3%, -43%, 16%, -1%, -0.2
Cc1c(NC(=O)Nc2cc(Cl)ccc2Cl)c(=O)n(-c2ccccc2)n1C
→ 6%, 17%, 4%, -12%, -4%, 302%[activator], 16%, 1%, -1.1
CSCCC(NS(=O)(=O)c1ccc(Br)cc1)C(=O)OCC(=O)NC1CC1 (stereo not drawn)
→ -3%, 46%[activator], -1%, -8%, -3%, 0%, 4%, 2%, 0.0
CC1CC(C)(C)NC(=S)N1CC(=O)N1CCN(Cc2ccccc2)CC1 (stereo not drawn)
→ -4%, 121%[activator], -12%, -5%, -5%, -5%, 12%, -4%, 0.3
CCOc1ccc(C2=Nn3c(nnc3-c3ccccc3)SC2)cc1Cl
→ 0%, 4%, -7%, 2%, -8%, -12%, 16%, 1%, -0.7
CC(C)CCNc1nc2c(c(=O)n(Cc3cccc(F)c3)c(=O)n2C)n1C
→ -16%, 4%, -6%, -10%, ?, -18%, 18%, -4%, -2.6
CCOc1ccccc1N1CCN(C(=O)c2c(Cl)cnn2C)CC1
→ 22%, 23%, 13%, -6%, -5%, 35%[activator], 42%, -4%, -0.1
O=C1NC2C(NC(=O)N2C2CCCCC2)N1C1CCCCC1 (stereo not drawn)
→ 3%, 6%, -1%, -15%, -1%, 6%, -5%, 1%, 0.6
COC(=O)C1=C(C)NC2=C(C(=O)CC(c3cccs3)C2)C1c1ccsc1 (stereo not drawn)
→ -3%, 3%, 3%, -3%, 70%[activator], -5%, ?, -4%, -0.7
CCOC(=O)N1CCC(N2C(=O)c3ccc(C(=O)Nc4ccc(OC)cc4)cc3C2=O)CC1
→ -7%, 56%[activator], 3%, -3%, -6%, 6%, 39%, -4%, -0.2
O=C(Nc1ccccc1)c1ccc2c(c1)OCCO2
→ -5%, -5%, 0%, 1%, -10%, -3%, 11%, -1%, -0.3
CC(=O)c1ccc(S(=O)c2ccccc2)cc1 (stereo not drawn)
→ 13%, -7%, 11%, 5%, 4%, 0%, -14%, 2%, 0.2
CCC(C)N(C(=O)COC(=O)c1nc(Cl)ccc1Cl)C1CCS(=O)(=O)C1 (stereo not drawn)
→ 55%[activator], -18%, 14%, -2%, ., -11%, ., ., 0.5
CCN(CC(=O)Nc1ccc(OC)cc1)CC(=O)Nc1ccc(Br)cc1F
→ -6%, -5%, -12%, -11%, -13%, -23%, 2%, -9%, 0.7
COc1cccc(C(=O)N(Cc2ccco2)c2ccccn2)c1
→ ., 20%, -2%, -21%, 5%, -18%, 2%, -2%, -1.2
COc1ccc(-c2csc(NC(=O)CSc3n[nH]c(C)n3)n2)cc1
→ 5%[12.4 µM], ?, 2%, -6%, -14%, -15%, 21%, -2%, 0.1
CN(C)S(=O)(=O)c1ccc(C(=O)NCC(=O)N/N=C/c2ccccc2Cl)cc1
→ 1%, 28%, -8%, -12%, -14%, -1%, 2%, -3%, 0.1
C=CCOc1ccc(-c2nc3c(c(=O)[nH]c(=O)n3CCCC)n2C)cc1Br
→ 21%, 32%[activator], -1%, -9%, -2%, -6%, 14%, -1%, -0.8
O=C1CC(N2CCSCC2)C(=O)N1c1ccccc1 (stereo not drawn)
→ 4%, -1%, -9%, 1%, -9%, 0%, -2%, -3%, 0.2
Cc1sc(N)c(C(=O)c2ccccc2)c1C
→ 10%, 55%[activator], 16%, -2%, -9%, 24%, 21%, -4%, 0.0
N#Cc1c(Nc2ccccc2C(F)(F)F)s[nH]c1=O
→ -1%, ?, -9%, -19%, -6%, ?, 14%, -7%, 0.4
S=C(NCCc1ccc(Cl)cc1)NCc1ccccc1
→ -5%, -12%, 0%, -12%, -23%, ., -15%, -9%, 0.3

Copied from the list.
Entry for CN(C)S(=O)(=O)c1ccc(C(=O)NCC(=O)N/N=C/c2ccccc2Cl)cc1 in TRHR ag: 0.1
Entry for COc1cccc(NC(=O)c2cccc(N3C(=O)C4CCC(C)CC4C3=O)c2)c1 (stereo not drawn) in POLB inh: 8%

Complete entries as entered above. Screens in order: APE1 inh	POLI inh	ERG-DNA inh	Pol kappa inh	Anesthetic bind	12-LOX inh	POLB inh	BLM helicase inh	TRHR ag
`C=CCOc1ccc(-c2nc3c(c(=O)[nH]c(=O)n3CCCC)n2C)cc1Br` in the list: 21%	32%[activator]	-1%	-9%	-2%	-6%	14%	-1%	-0.8
`S=C(NCCc1ccc(Cl)cc1)NCc1ccccc1` in the list: -5%	-12%	0%	-12%	-23%	.	-15%	-9%	0.3

(cont.)
Every second line gives: APE1 inh, POLI inh, ERG-DNA inh, Pol kappa inh, Anesthetic bind, 12-LOX inh, POLB inh, BLM helicase inh, TRHR ag
O=C(c1ccc(Cl)c(S(=O)(=O)N2CCOCC2)c1)N(c1ccccn1)C1CCCCC1
→ -1%, 80%[activator], -1%, -4%, -16%, 43%[activator], -1%, 1%, -0.3
Cc1ccc(C(C)C)c(OCC(O)CN2CCc3ccccc3C2)c1 (stereo not drawn)
→ -6%, -28%, 11%, -17%, -5%, -45%, 19%, -4%, 1.3
Cc1ccc(C)c(-c2ccc(=O)n(Cc3ccc(F)cc3Cl)n2)c1
→ 11%, 26%&0%, 35%&6%[activator], -2%&-19%, ?, ?, 13%&-4%, -13%&-5%, 0.6&0.0
Cc1cc(=O)n(C(C)Cc2ccccc2)n1C(C)Cc1ccccc1 (stereo not drawn)
→ ., -18%, 11%, -1%, ., -12%, ., ., .
CCOc1ccc(CCNC(=O)c2cc(C)nc3ccccc23)cc1OCC
→ 12%, -8%, -8%, -6%, -15%, 19%, 12%, -11%, -1.4
C/C(=N\NC(=O)c1cccc(S(=O)(=O)N2CCOCC2)c1)c1ccc(C)cc1
→ -12%, 3%, 11%, 1%, ., ?, ., ., 0.6
O=[N+]([O-])c1cccc(NC2=NCCC2)c1
→ 4%, -17%, 5%, 0%, -5%, -6%, 6%, -9%, 0.4
CCOC(=O)N1CCC(NC(=O)C2CCN(C(=O)N3CC(C)Oc4ccc(C)cc43)CC2)CC1 (stereo not drawn)
→ -4%, 6%, -1%, -11%, -12%, -2%, 16%, -1%, 0.2
CC(=O)OC1CCC(OC(C)=O)c2c1n([O-])c(C)c(C)[n+]2=O (stereo not drawn)
→ 3%, 11%, 9%, -4%, -6%, 0%, ?, 2%, 0.8
CC1=C(C(=O)Nc2ccccc2)C(c2ccc(F)cc2)n2nc(SCc3cc(C)ccc3C)nc2N1 (stereo not drawn)
→ ., -1%, -9%, -3%[60.1 µM], -14%, -24%, 1%, -3%, 0.5
CO[C@]1(C)C[C@H]2O[C@]1(C)n1c3ccccc3c3c4c(c5c6ccccc6n2c5c31)C(=O)N(C)C4
→ -3%, ., ., -4%[60.1 µM], -5%, ., ., -1%, .
CC(C#N)(Nc1ccc(Cl)cc1)c1cccnc1 (stereo not drawn)
→ 1%, 5%, 7%, 11%, 2%, 5%, 27%, 1%, -0.1
CCc1cccc(C)c1NC(=S)NCc1cccn1C
→ 8%, -4%, 2%, -13%, -9%, ?, 7%, -1%, 0.0
C[C@@H](C(=O)N[C@@H](Cc1c[nH]c2ccccc12)C(=O)O)n1nnc2ccccc2c1=O
→ 3%, 26%, -2%, 11%, 11%, -4%, 2%, -2%, 0.0
COc1ccc(CNC(=O)c2ccc3nc(-c4ccc(F)cc4)c(-c4ccc(F)cc4)nc3c2)cc1
→ ., 15%, -4%, -2%[60.1 µM], -7%, -3%, -15%, -1%, 0.1

These rows are one share of the data (hit frequency here may not be typical).
